MITF primary = inhibitors of human MITF | actives 0.91% (n = 650,000) | O75030 | AlphaScreen MITF homodimerization, bead proximity signal | AID 1259374 | inhibition, % at 2.6 µM; in the data active means inhibition above about 50%;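 further: 0% = vehicle wells with protein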
TEAD-YAP inh = TEAD-YAP interaction inhibition; HEK-TIYL cells, TEAD-Gal4/YAP UAS-luciferase luminescence; inhibition, % at 9.12 µM; actives 1.4% (n = 640,000); AID 1259422; in the data active means inhibition above about 32%;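 further: 0% = median of test compound wells and 100% = reference inhibitor wells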
GPR151 ag = activates the human receptor GPR151 | Q8TDV0 | actives 1% (n = 650,000) | PathHunter beta-arrestin GPR151 cells, luminescence | activation, % at 11.2 µM; in the data active means activation above about 4.9%;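 further: 0% = median of compound wells and 100% = cells with positive control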
Target sequence (Q8TDV0 whole entry, looked up): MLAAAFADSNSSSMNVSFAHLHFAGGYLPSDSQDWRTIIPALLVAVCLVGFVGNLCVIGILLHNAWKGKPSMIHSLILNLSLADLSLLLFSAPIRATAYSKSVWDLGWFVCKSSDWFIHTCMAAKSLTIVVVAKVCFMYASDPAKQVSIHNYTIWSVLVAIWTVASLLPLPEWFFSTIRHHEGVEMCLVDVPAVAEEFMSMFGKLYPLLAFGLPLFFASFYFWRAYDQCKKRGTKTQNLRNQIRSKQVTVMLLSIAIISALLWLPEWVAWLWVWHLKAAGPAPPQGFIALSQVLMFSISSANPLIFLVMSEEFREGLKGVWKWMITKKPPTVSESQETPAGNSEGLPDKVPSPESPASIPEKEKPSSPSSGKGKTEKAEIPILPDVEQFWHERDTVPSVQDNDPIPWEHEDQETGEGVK
FBW7 activator = activators of human E3 ligase FBW7; AlphaScreen FBW7–phospho-cyclin E peptide binding, activator screen; normalized activity (activation), % at 26.1 µM; Q969H0; actives 0.13% (n = 650,000); AID 1259310; in the data active means normalized activity above about 1.9%;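 further: purified mutant Fbw7 with reduced substrate affinity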
Target sequence (Q969H0 whole entry, looked up): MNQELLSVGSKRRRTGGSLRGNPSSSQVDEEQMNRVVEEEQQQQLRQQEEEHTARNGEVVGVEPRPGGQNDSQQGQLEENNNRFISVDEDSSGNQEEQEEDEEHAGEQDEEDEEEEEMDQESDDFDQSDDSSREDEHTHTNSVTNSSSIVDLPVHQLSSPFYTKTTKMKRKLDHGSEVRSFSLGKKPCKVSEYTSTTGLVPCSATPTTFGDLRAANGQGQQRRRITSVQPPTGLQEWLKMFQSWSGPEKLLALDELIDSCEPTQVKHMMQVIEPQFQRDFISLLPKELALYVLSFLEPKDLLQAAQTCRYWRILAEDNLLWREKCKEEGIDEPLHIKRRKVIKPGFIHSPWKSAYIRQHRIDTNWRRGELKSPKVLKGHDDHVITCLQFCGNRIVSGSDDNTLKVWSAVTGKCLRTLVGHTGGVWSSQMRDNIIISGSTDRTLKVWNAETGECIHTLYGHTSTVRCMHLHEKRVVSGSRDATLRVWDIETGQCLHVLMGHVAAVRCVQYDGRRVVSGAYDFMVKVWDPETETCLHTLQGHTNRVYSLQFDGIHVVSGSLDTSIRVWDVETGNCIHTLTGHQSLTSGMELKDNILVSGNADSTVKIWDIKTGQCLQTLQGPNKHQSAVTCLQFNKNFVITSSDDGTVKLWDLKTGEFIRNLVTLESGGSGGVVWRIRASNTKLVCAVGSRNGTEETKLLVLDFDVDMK
Starred values were filed as active, the others as inactive; & = joins results of further samples.

Screening COCC(O)CN1CCN(c2ccc(Cl)cc2[N+](=O)[O-])CC1 (stereo not given) returned MITF primary 2, TEAD-YAP inh -2, GPR151 ag 1.1 and FBW7 activator -0.1.
`Cc1cccc(Oc2nc3ccccn3c(=O)c2/C=C(\C#N)C(=O)N2CCCCC2)c1` gave MITF primary 2, TEAD-YAP inh 18, GPR151 ag 2.1 and FBW7 activator -0.1.
Screening COc1cccc(-c2ocnc2C(=O)Nc2ccncc2)c1 returned MITF primary -3, TEAD-YAP inh -4, GPR151 ag -0.1 and FBW7 activator -0.1.
`COc1ccc(Cn2c(O)c(/C=C3\C=Nc4ccccc43)c(=O)[nH]c2=O)cc1` gave MITF primary -21, TEAD-YAP inh -4, GPR151 ag -1.7 and FBW7 activator -0.9.
`O=C(Nn1c(-c2ccc(Cl)cc2)nc2ccccc2c1=O)c1cc(-c2ccccc2)nc2ccccc12` gave MITF primary 4, TEAD-YAP inh 3, GPR151 ag 3.8 and FBW7 activator 0.1.
`COc1ccc(C(=O)N2CCN(Cc3ccccc3F)CC2)cc1` gave MITF primary 62*, TEAD-YAP inh -1, GPR151 ag -1.0 and FBW7 activator -0.4.
Screening O=Cc1cccc(-c2ccc(N3CCOCC3)nc2)c1 returned MITF primary 7, TEAD-YAP inh 47*, GPR151 ag -3.0 and FBW7 activator -0.3.
For O=C(CC1CCCCC1)OCC(=O)c1c[nH]c2ccccc12 the results were MITF primary 0, TEAD-YAP inh -4, GPR151 ag -0.6 and FBW7 activator 0.2.
COc1ccccc1-c1nc2s/c(=C\c3cccc(OC(C)=O)c3)c(=O)n2n1 was read as MITF primary 11, TEAD-YAP inh -2, GPR151 ag 1.1 and FBW7 activator 0.7.
Nc1nncn1C(=O)c1ccc(Br)o1 was read as MITF primary -7, TEAD-YAP inh 0, GPR151 ag -1.6 and FBW7 activator 0.1.
Fc1ccc(NCc2nnc3n2CCCCC3)cc1 was read as MITF primary 2, TEAD-YAP inh 3, GPR151 ag 0.0 and FBW7 activator -0.1.
`O=C(Nc1ccccc1)c1ccccc1NC(=O)C(F)(F)F` gave MITF primary 14, TEAD-YAP inh -18, GPR151 ag 0.7 and FBW7 activator 0.2.
C=CCn1c(N2CCC(C(=O)NCc3cccc(OC)c3)CC2)nc2ccccc21 was read as MITF primary 7, TEAD-YAP inh 4, GPR151 ag 0.9 and FBW7 activator 0.0.
`CCOC(=O)C1CCN(S(C)(=O)=O)CC1` gave MITF primary 0, TEAD-YAP inh -2, GPR151 ag -0.6 and FBW7 activator -0.2.
`COC(=O)c1c(OCCCN(C)C)cc(=O)n2c1CCN(C(=O)CCc1ccco1)CC2` gave MITF primary -5, TEAD-YAP inh 3, GPR151 ag -1.4 and FBW7 activator 0.0.

Next section; the last two above are carried over.
`CCOC(=O)C1CCN(S(C)(=O)=O)CC1` gave MITF primary 0, TEAD-YAP inh -2, GPR151 ag -0.6 and FBW7 activator -0.2.
`COC(=O)c1c(OCCCN(C)C)cc(=O)n2c1CCN(C(=O)CCc1ccco1)CC2` gave MITF primary -5, TEAD-YAP inh 3, GPR151 ag -1.4 and FBW7 activator 0.0.
`CC12CN3CC(C)(CN(C1)C3c1ccc(F)cc1)C2=O` (stereo not given) gave MITF primary -13, TEAD-YAP inh 0, GPR151 ag -0.3 and FBW7 activator 0.4.
CC(=O)NCCOc1ccc(C(=O)NN)cc1 was read as MITF primary -4, TEAD-YAP inh -25, GPR151 ag -0.6 and FBW7 activator -0.1.
For CC(=O)Cn1cnc2c(nnn2-c2cccc(F)c2)c1=O the results were MITF primary -10, TEAD-YAP inh -17, GPR151 ag -1.2 and FBW7 activator 0.0.
Screening CCCCNS(=O)(=O)c1cc(S(=O)(=O)NCCCC)c2cccc3c2c1NC3=O returned MITF primary -2, TEAD-YAP inh -5, GPR151 ag -1.6 and FBW7 activator 0.0.
COc1ccc(C(=O)NNC(=O)C(=O)N2CCCC2)cc1OC was read as MITF primary 7, TEAD-YAP inh -6, GPR151 ag 5.6* and FBW7 activator -0.2.
COCCNc1c(-c2ccc(OC)c(O)c2)nc2cnccn12 was read as MITF primary -5, TEAD-YAP inh -9, GPR151 ag -0.5 and FBW7 activator 0.2.
COc1ccc2ccccc2c1/C=C1/C=C(c2ccccc2)OC1=O was read as MITF primary 24, TEAD-YAP inh -2, GPR151 ag 1.5 and FBW7 activator -0.3.
Screening CCN(CC)c1nc(Nc2cc(OC)c(OC)c(OC)c2)nc(NC2CC2)n1 returned MITF primary 7, TEAD-YAP inh -4, GPR151 ag 0.7 and FBW7 activator 0.0.
Screening COc1ccc(NCc2cc(F)ccc2F)cc1 returned MITF primary 10, TEAD-YAP inh 1, GPR151 ag -0.9 and FBW7 activator 0.2.
`Cc1nn(C)c(C)c1-c1cccc(C(N)=O)c1` gave MITF primary -5, TEAD-YAP inh 0, GPR151 ag -0.4 and FBW7 activator 0.2.
For CCCCc1nc2ccccc2c(NC(=O)CNC2CCCCC2)c1CCC the results were MITF primary 66*, TEAD-YAP inh 9, GPR151 ag -1.1 and FBW7 activator -0.2.
For CCOc1cc(/C=C2\N=C(c3ccc(F)cc3)OC2=O)ccc1OC(C)=O the results were MITF primary 0, TEAD-YAP inh 4, GPR151 ag -0.3 and FBW7 activator -0.1.
For Brc1ccccc1-c1nc(-c2ccncc2)no1 the results were MITF primary 0, TEAD-YAP inh -38, GPR151 ag -1.6 and FBW7 activator 0.1.
For CCOC(=O)C1CCN(Cc2nc(-c3ccc(OC)c(OC)c3)no2)CC1 the results were MITF primary 0, TEAD-YAP inh -6, GPR151 ag 2.3 and FBW7 activator -0.1.
O=C(Nc1ccc2oc(-c3ccccc3F)nc2c1)c1ccccc1I was read as MITF primary 8, TEAD-YAP inh -51, GPR151 ag 0.2 and FBW7 activator 0.2.

The final five compounds of the part above are carried over, then new ones follow:
For CCCCc1nc2ccccc2c(NC(=O)CNC2CCCCC2)c1CCC the results were MITF primary 66*, TEAD-YAP inh 9, GPR151 ag -1.1 and FBW7 activator -0.2.
For CCOc1cc(/C=C2\N=C(c3ccc(F)cc3)OC2=O)ccc1OC(C)=O the results were MITF primary 0, TEAD-YAP inh 4, GPR151 ag -0.3 and FBW7 activator -0.1.
For Brc1ccccc1-c1nc(-c2ccncc2)no1 the results were MITF primary 0, TEAD-YAP inh -38, GPR151 ag -1.6 and FBW7 activator 0.1.
For CCOC(=O)C1CCN(Cc2nc(-c3ccc(OC)c(OC)c3)no2)CC1 the results were MITF primary 0, TEAD-YAP inh -6, GPR151 ag 2.3 and FBW7 activator -0.1.
O=C(Nc1ccc2oc(-c3ccccc3F)nc2c1)c1ccccc1I was read as MITF primary 8, TEAD-YAP inh -51, GPR151 ag 0.2 and FBW7 activator 0.2.
Screening O=C(Nc1cccc([N+](=O)[O-])c1)c1cccc(S(=O)(=O)N2CCCCCC2)c1 returned MITF primary 0, TEAD-YAP inh 8, GPR151 ag 0.8 and FBW7 activator 0.0.
Screening CN(C)c1ccc(/C=N/NC(=O)Cn2cncn2)cc1 returned MITF primary -3, TEAD-YAP inh 3, GPR151 ag 1.5 and FBW7 activator -0.4.
Screening COc1cc2c(cc1OC)C(C(=O)O)C(c1ccc(F)cc1)N(C)C2=O (stereo not given) returned MITF primary 0, TEAD-YAP inh -7, GPR151 ag 0.5 and FBW7 activator 0.1.
`COc1ccc(C(=O)NCC2CCN(c3ccc(S(=O)(=O)N(C)C)cc3)CC2)cc1` gave MITF primary 13, TEAD-YAP inh 15, GPR151 ag -0.4 and FBW7 activator 0.0.
`COc1ccc(N2CCN(c3ccc(C#N)cc3[N+](=O)[O-])CC2)cc1` gave MITF primary -15, TEAD-YAP inh -3, GPR151 ag -1.4 and FBW7 activator 0.0.
Screening Cc1cc(Cl)ccc1OC(=O)C(C)N1C(=O)c2ccccc2C1=O (stereo not given) returned MITF primary 2, TEAD-YAP inh -3, GPR151 ag -0.1 and FBW7 activator -0.1.
CCOC(=O)c1ccc(Nc2nc3nonc3nc2NC(C)C)cc1 was read as MITF primary -4, TEAD-YAP inh -15, GPR151 ag 0.0 and FBW7 activator 0.0.
For C=CCn1c(N)c(C(=O)OC)sc1=S the results were MITF primary -13, TEAD-YAP inh 0, GPR151 ag -1.8 and FBW7 activator 0.0.
For COc1cc(-c2c(C(=O)O)nc3ccccc3c2C(=O)O)cc(OC)c1OC the results were MITF primary -2, TEAD-YAP inh 4, GPR151 ag 0.1 and FBW7 activator -0.1.
For Cc1ccccc1C(=O)N1CC(=O)Nc2cc(S(C)(=O)=O)ccc21 the results were MITF primary -13, TEAD-YAP inh -16, GPR151 ag -1.6 and FBW7 activator 0.1.
O=C(COc1ccc(F)cc1)OCCN1CCCCC1 was read as MITF primary -5, TEAD-YAP inh -3, GPR151 ag -0.4 and FBW7 activator -0.3.
COc1ccc(NC(=O)/C(C#N)=C/c2c(F)cccc2Cl)cc1 was read as MITF primary -4, TEAD-YAP inh -7, GPR151 ag -0.9 and FBW7 activator -0.1.
`Oc1ccc(-c2nc3cnccn3c2NCc2ccc3c(c2)OCO3)cc1` gave MITF primary 15, TEAD-YAP inh -13, GPR151 ag 0.5 and FBW7 activator 0.1.
`Cn1nccc1Nc1cc(Nc2ccccc2)ncn1` gave MITF primary 15, TEAD-YAP inh -8, GPR151 ag -0.8 and FBW7 activator 0.8.
COc1ccc2c(c1)CC(C(=O)Nc1cc(F)c(-c3cn[nH]c3)c(F)c1)CO2 (stereo not given) was read as MITF primary 2, TEAD-YAP inh -8, GPR151 ag 0.4 and FBW7 activator -0.3.

Of the compounds above, two have a COOH group.
Screening COc1cc2c(cc1OC)C(C(=O)O)C(c1ccc(F)cc1)N(C)C2=O (stereo not given) returned MITF primary 0, TEAD-YAP inh -7, GPR151 ag 0.5 and FBW7 activator 0.1.
For COc1cc(-c2c(C(=O)O)nc3ccccc3c2C(=O)O)cc(OC)c1OC the results were MITF primary -2, TEAD-YAP inh 4, GPR151 ag 0.1 and FBW7 activator -0.1.

The results go on.
`O=C1COc2cc(S(=O)(=O)Nc3ccccc3F)c(Cl)cc2N1` gave MITF primary -5, TEAD-YAP inh -6, GPR151 ag 1.0 and FBW7 activator -0.1.
Nc1nc(SCc2nc3sc4c(c3c(=O)[nH]2)CCCC4)n[nH]1 was read as MITF primary 14, TEAD-YAP inh -3, GPR151 ag 0.1 and FBW7 activator 0.2.
Screening Cc1c(C(=O)Nc2nccs2)cccc1[N+](=O)[O-] returned MITF primary 5, TEAD-YAP inh -18, GPR151 ag 1.0 and FBW7 activator -0.1.
Screening O=C(O)CSc1nc2sc3c(c2c(=O)n1Cc1ccccc1)CCCCC3 returned MITF primary 10, TEAD-YAP inh -1, GPR151 ag -1.0 and FBW7 activator 0.0.
Screening Fc1ccc(CN2CCc3nnc(-c4ccccc4)n3CC2)c(F)c1 returned MITF primary -2, TEAD-YAP inh 1, GPR151 ag -0.7 and FBW7 activator -0.1.
For CCOC(=O)Cc1csc(NC(=O)c2c(O)c3ccccc3[nH]c2=O)n1 the results were MITF primary 5, TEAD-YAP inh -4, GPR151 ag 1.0 and FBW7 activator 0.0.
For CCn1nc(C(=O)OCc2c(C)noc2C)c2ccccc2c1=O the results were MITF primary 0, TEAD-YAP inh 5, GPR151 ag 0.3 and FBW7 activator 0.1.
Screening Cc1ccc2c(c1)CN(CCC(=O)N1CCCCCCC1)CC(C)O2 (stereo not given) returned MITF primary 7, TEAD-YAP inh -3, GPR151 ag 0.5 and FBW7 activator 0.0.
Screening COc1ccccc1NC(=O)c1cc(CNCc2ccc(C)o2)cc(NC(C)=O)c1 returned MITF primary -7, TEAD-YAP inh 5, GPR151 ag -1.3 and FBW7 activator 0.6.
For CCCCCn1c(SCC(=O)OCC)nc2cc(C(=O)N3CCN(c4ccccc4)CC3)ccc2c1=O the results were MITF primary 19, TEAD-YAP inh -9, GPR151 ag -0.4 and FBW7 activator 0.1.
Screening CCOC(=O)C1=C(C)NC2=C(C(=O)CC(c3ccc(OC)cc3)C2)C1c1ccccc1OCc1ccccc1 (stereo not given) returned MITF primary -5, TEAD-YAP inh 12, GPR151 ag 0.3 and FBW7 activator 0.0.
For Cc1cccc(NC(=O)CN2C(=O)N/C(=C/c3cn(CC(=O)O)c4ccccc34)C2=O)c1 the results were MITF primary 1, TEAD-YAP inh 9, GPR151 ag 1.9 and FBW7 activator -0.2.
O=C(CN1C2=NCCN2c2ccccc21)c1cccs1 was read as MITF primary 9, TEAD-YAP inh -5, GPR151 ag -0.1 and FBW7 activator -0.1.
Screening Cc1nc(CNS(=O)(=O)c2cc([N+](=O)[O-])ccc2C)cs1 returned MITF primary -11, TEAD-YAP inh -3, GPR151 ag -1.1 and FBW7 activator -0.1.
For C[N+](C)(C)CCO the results were MITF primary 25&-3&20, TEAD-YAP inh -1&-14&1, GPR151 ag 1.0&1.4&2.1 and FBW7 activator 0.0&-0.1&0.1.
Screening CS(=O)(=O)N(CC(=O)NC1CCCC1)c1cc(Cl)cc(Cl)c1 returned MITF primary -11, TEAD-YAP inh 0, GPR151 ag 0.5 and FBW7 activator 0.3.
`CCC(C)NCc1c(C(=O)O)n(C)c2ccccc12` (stereo not given) gave MITF primary 8, TEAD-YAP inh 11, GPR151 ag 0.4 and FBW7 activator 0.0.
COc1ccc(C2/C(=C(\O)c3ccc(F)cc3)C(=O)C(=O)N2c2nncs2)cc1OC (stereo not given) was read as MITF primary 17, TEAD-YAP inh 7, GPR151 ag 0.3 and FBW7 activator 0.1.
`O=C(Nc1ccc(F)c(F)c1)c1cc(S(=O)(=O)N(Cc2ccco2)CC2CCCO2)ccc1F` (stereo not given) gave MITF primary -8, TEAD-YAP inh -6, GPR151 ag 0.5 and FBW7 activator -0.1.
For Cn1c2ccccc2n2c(=O)c3nc4ccccc4nc3c(C#N)c12 the results were MITF primary -6, TEAD-YAP inh -4, GPR151 ag -1.8 and FBW7 activator 0.1.

Source: PubChem BioAssay (The Scripps Research Institute Molecular Screening Center)
